# MITF primary: inhibitors of human MITF | O75030 | AlphaScreen MITF homodimerization, bead proximity signal | inhibition, % at 2.6 µM | hit rate 0.91% among 650,000 | AID 1259374; in the data active means inhibition above about 50%;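 further: 0% = vehicle wells with protein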
# Target sequence (O75030 whole entry, looked up): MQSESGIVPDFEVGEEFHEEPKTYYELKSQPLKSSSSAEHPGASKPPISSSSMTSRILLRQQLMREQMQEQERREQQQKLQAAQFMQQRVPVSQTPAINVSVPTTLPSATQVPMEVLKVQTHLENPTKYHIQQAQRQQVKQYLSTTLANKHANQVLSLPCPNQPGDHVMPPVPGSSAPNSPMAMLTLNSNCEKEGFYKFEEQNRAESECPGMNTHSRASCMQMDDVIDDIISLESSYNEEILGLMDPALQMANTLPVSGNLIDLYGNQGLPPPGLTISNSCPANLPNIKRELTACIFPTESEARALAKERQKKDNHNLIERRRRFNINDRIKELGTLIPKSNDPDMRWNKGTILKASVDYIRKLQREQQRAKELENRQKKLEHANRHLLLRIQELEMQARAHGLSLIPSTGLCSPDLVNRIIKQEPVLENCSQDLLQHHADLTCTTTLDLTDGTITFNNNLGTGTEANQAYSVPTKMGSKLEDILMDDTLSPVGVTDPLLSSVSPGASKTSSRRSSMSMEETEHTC
# GPR151 activ: activators of human GPR151; Q8TDV0; PathHunter beta-arrestin GPR151 cells, luminescence; activation, % at 11.2 µM; hit rate 1% among 650,000; AID 1508602; in the data active means activation above about 4.9%;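 further: 0% = median of compound wells and 100% = cells with positive control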
# Target sequence (Q8TDV0 whole entry, looked up): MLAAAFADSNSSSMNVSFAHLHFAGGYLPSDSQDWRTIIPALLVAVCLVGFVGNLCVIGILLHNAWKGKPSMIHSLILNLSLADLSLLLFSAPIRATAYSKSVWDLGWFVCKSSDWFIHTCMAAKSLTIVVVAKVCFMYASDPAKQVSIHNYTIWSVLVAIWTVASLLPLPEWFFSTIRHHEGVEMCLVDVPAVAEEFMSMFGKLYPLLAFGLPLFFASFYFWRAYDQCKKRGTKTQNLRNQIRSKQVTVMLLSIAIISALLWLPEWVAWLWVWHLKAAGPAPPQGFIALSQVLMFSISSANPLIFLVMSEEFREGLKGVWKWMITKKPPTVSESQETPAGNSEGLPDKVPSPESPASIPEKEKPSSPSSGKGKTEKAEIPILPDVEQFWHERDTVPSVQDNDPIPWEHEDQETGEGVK
# FBW7 act: human FBW7 E3 ligase activation, primary screen | AlphaScreen FBW7–phospho-cyclin E peptide binding, activator screen | normalized activity (activation), % at 26.1 µM | hit rate 0.13% among 650,000; in the data active means normalized activity above about 1.9%;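 further: purified mutant Fbw7 with reduced substrate affinity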
# TEAD-YAP block: TEAD-YAP interaction inhibition; hit rate 1.4% among 640,000; inhibition, % at 9.12 µM; HEK-TIYL cells, TEAD-Gal4/YAP UAS-luciferase luminescence; in the data active means inhibition above about 32%;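 further: 0% = median of test compound wells and 100% = reference inhibitor wells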
# Starred values were filed as active, the others as inactive.
SMILES,MITF primary,GPR151 activ,FBW7 act,TEAD-YAP block
CN1CCCc2cc(CNC(=O)c3ccc(CN4CCOCC4)[nH]c3=O)ccc21,9,1.2,0.2,-1
Cc1ccccc1OCC(O)CN(C(C)C)C(C)C (centres undefined),8,2.5,0.1,7
COc1cc(C(=O)NCCc2sc3nc(-c4ccc(F)cc4)nn3c2C)cc(OC)c1OC,-3,2.1,0.1,-9
Cn1c(C(=O)Nc2cccc(C(F)(F)F)c2)cc2c(=O)n3ccccc3nc21,11,-0.4,0.0,4
COc1ccc2c(CNCc3cccc(Cl)c3)c(C(=O)O)[nH]c2c1,10,0.3,0.4,2
O=C1ON=C(c2ccccc2)/C1=C\c1ccccc1O,68*,0.8,0.0,-6
C#CCOc1ccc(Br)cc1/C=C1\NC(=S)N(C)C1=O,7,5.9*,0.1,-15
CCCCCOc1ccc(CC2CCC(=O)NC2=O)cc1 (centres undefined),2,0.1,-0.1,-12
CNc1c(C(F)(F)F)c(C(F)(F)C(F)(F)F)nn1C,-1,1.1,-0.1,4
CCc1ccccc1-n1c(SCC(=O)Nc2ccccc2Cl)nc2[nH]ncc2c1=O,10,0.1,0.0,2
Cc1cccc(N=c2oc3c(C)ncc(CO)c3cc2C(=O)Nc2ccccc2F)c1,6,1.4,0.3,3
Cc1ccc2c(c1)CC(C)N2S(=O)(=O)c1nnc(NC(=O)CC(C)C)s1 (centres undefined),-15,1.1,-0.1,0
O=C(NCCCN1CCN(c2ccccc2)CC1)c1ccc(F)cc1Cl,14,1.1,0.1,5
COc1ccc(CCNC(=O)C2CCCN(c3ncccn3)C2)cc1 (centres undefined),21,0.0,0.0,-5
O=C(Cc1ccccc1)Nc1nnc(-c2ccccn2)o1,5,-0.3,-0.2,-6
CC(=O)N/N=C/c1ccc(-c2cccc(C(=O)O)c2)o1,2,-2.5,0.1,-6
COc1ccccc1NC(=O)COc1ccc(C(=O)O)cc1,15,7.9*,0.0,2
Cc1cc(OC(C)C(=O)Nc2sc3c(c2C(N)=O)CCCCCC3)ccc1Cl (centres undefined),-6,0.7,-0.1,-1
Nc1ncnc(NC2CCCCCC2)c1[N+](=O)[O-],7,2.0,-0.1,5
CCSc1ccc(CC(=O)Nc2nnc(-c3ccnn3C(C)C)o2)cc1,-12,1.3,-0.1,-10
Nc1nnc(SCC(=O)N2c3ccccc3Sc3ccccc32)s1,-3,-1.0,0.4,3
CCN(CC1CCCO1)C(=O)C1CCCN(c2nc(C)c3ccc(OC)cc3n2)C1 (centres undefined),-1,1.8,0.0,5
COC(=O)c1ccccc1NC(=O)CSCc1ccc(Br)cc1,24,0.3,-0.1,-13
O=C1CCCCC1C(=O)c1cccc(C(F)(F)F)c1 (centres undefined),-7,2.0,0.0,3
COCc1cc(=O)[nH]c(SCC(=O)Nc2ccc(Cl)c(Cl)c2)n1,-2,0.3,0.1,5
CC(C)(C)C1CCc2c(sc3nc(Cc4ccccc4)[nH]c(=O)c23)C1 (centres undefined),4,-0.3,0.1,-1
Cc1cc(C(=O)Nc2sc3c(c2C#N)CCC(C)C3)c(C)o1 (centres undefined),-5,2.9,0.0,0
Clc1cccc(N2CCN(Cc3ccco3)CC2)c1,22,-0.7,0.1,-13
Cc1ccc(S(=O)(=O)N(C)/N=C/c2ccc(N(C)C)cc2)cc1,0,-0.6,0.0,1
CCOc1cc2[nH]c(=O)n(Cc3ccccc3)c(=O)c2cc1OCC,1,-0.8,0.1,11
CC(=O)c1sc2nc(-c3ccccc3)cc(C)c2c1N,15,0.0,0.9,11
COc1ccc(-c2cc(-c3ccc(C)cc3)[nH]c(=S)c2C#N)cc1,5,-0.1,0.3,12
COc1cc(S(=O)(=O)N2CCCCC2C)c(OC)cc1Cl (centres undefined),0,-0.8,0.0,-8
O=C(CCCn1c(=S)[nH]c2ccsc2c1=O)NC1CCCCC1,-2,1.3,-0.1,2
CC(C)(C)c1ccc(OCC(=O)Nc2ccc(I)cn2)cc1,3,1.1,0.0,11
CCOC(=O)c1c(NC(=O)CCN2CCC(C)CC2)sc2c1CCC2,15,0.3,-0.1,-4
O=C(O)c1ccc(NC2OC(CO)C(O)C(O)C2O)cc1 (centres undefined),0,0.7,0.0,0
O=C(NCC(=O)N(c1ccccc1)C(C(=O)NC1CCCC1)c1ccncc1)c1ccco1 (centres undefined),-6,0.5,-0.1,13
CCCNc1nc(NCc2ccc3c(c2)OCO3)nc2c1ncn2-c1ccsc1,16,-0.9,-0.1,-8
Clc1ccc(Nc2nc(N3CCOCC3)c3ccccc3n2)cc1,26,0.5,0.1,0
O=C(CCC(=O)Nc1ccc(Br)cc1)N/N=C/c1ccncc1,0,-0.8,0.0,-3
COC(=O)c1c(NC(=O)c2cc3cccc(OC)c3oc2=O)sc(C)c1C,14,1.3,-0.1,5
O=C(c1ccccc1F)N1CCN(c2ccccc2[N+](=O)[O-])CC1,10,-0.3,-0.1,11
CCOC(=O)C1=C(C)N(c2ccc(C)cc2)C(=O)C1,1,0.9,-0.2,-1
CCCn1c(=N)c(C(=O)NC)cc2c(=O)n3cc(C)ccc3nc21,-2,0.3,-0.1,9
COc1ccc(-c2nn3c(-c4ccccc4F)nnc3s2)cc1,-2,-0.6,-0.2,5
COc1ccc(Cl)cc1/C=C1\SC(N)=NC1=O,-5,-1.7,0.4,3
CCOC(=O)c1cccc(NC(=O)c2ccccc2I)c1,15,3.4,0.0,5
Cc1[nH]nc2c1C(c1ccccc1)CC(C)(O)C2 (centres undefined),13,0.9,0.1,6
O=C1CC(N2CCN(C34CC5CC(CC(C5)C3)C4)CC2)C(=O)N1c1ccc(Cl)cc1 (centres undefined),-9,-0.9,0.1,-6
O=C(Cn1c2ccccc2c(=O)c2cc([N+](=O)[O-])ccc21)Nc1ccc(Oc2ccccc2)cc1,-4,0.3,0.0,-3
O=C(Nc1ccc2nc3[nH]c(=O)[nH]c(=O)c3nc2c1)c1ccccc1,5,-1.1,0.5,16
CC(C)(C)c1ccc(C(=O)NCC(=O)N/N=C/c2ccc3c(c2)OCO3)cc1,-14,0.5,0.0,-1
O=C(Nc1ccc(I)cc1)C1CC(=O)N(CCO)C(=Nc2ccccc2)S1 (centres undefined),-18,1.6,-0.4,1
C/C(=N\OC(=O)c1cc(F)ccc1F)c1ccncc1,-1,-0.3,-0.3,-7
CCCN(c1ccc(OCC)cc1)c1ncnc2nc[nH]c12,9,-1.4,0.7,18
CCOc1cc(/C=c2\sc3nc4ccccc4n3c2=O)ccc1OC(C)=O,-1,1.4,-0.3,-6
COC(=O)c1cccc(Nc2nc3ccccc3nc2C)c1,-10,2.1,0.3,6
O=C(NC1CC1)c1cnc(NC2CCC(O)CC2)s1 (centres undefined),0,0.6,0.1,-35
O=C(Nc1cccc2ccc(-c3cnc4ccccc4c3)nc12)c1ccccc1,16,-2.1,0.3,-1
# Further entries
SMILES,MITF primary,GPR151 activ,FBW7 act,TEAD-YAP block
Cc1cc(C(=O)NCCCN2C(C)CCCC2C)n(-c2ccccc2)n1 (centres undefined),2,-0.7,1.6,-11
COC(=O)c1ccccc1NC(=O)C12CCC(C)(C(=O)O1)C2(C)C (centres undefined),12,0.7,0.0,4
CCC(=O)Nc1nc(C)c(-c2csc(Nc3cccc([N+](=O)[O-])c3)n2)s1,19,-0.1,-0.2,6
CCOc1ccccc1NC(=O)C1CC(=O)N(c2ccc(C)c(Cl)c2)C1 (centres undefined),2,0.3,-0.1,3
Cc1ccc(NC(=O)CN(c2cccc(Cl)c2C)S(C)(=O)=O)cc1C,9,0.6,0.4,-5
CC1CCN(C(=O)Cn2c(SCC(=O)N3CCc4ccccc43)nc3ccccc32)CC1,5,1.7,-0.1,2
COc1ccc(-n2nnc3c(N4CCN(C(=O)Cc5ccc(Cl)cc5)CC4)ncnc32)cc1,1,5.5*,0.1,0
CC(=O)N[C@@H]1c2ccccc2C2(CCN(C)CC2)[C@H]1OCc1ccccc1,-9,-0.8,0.1,-4
COc1ccccc1-n1c(SCC(=O)c2ccccc2)nc2c(sc(=S)n2CCc2ccccc2)c1=O,-4,0.4,-0.1,-3
Cc1ccc(/C=N\N2CCN(c3ccccn3)CC2)o1,11,-1.8,-0.4,-24
CCCN(CCC)C(=O)CSc1nc2c(sc(=S)n2-c2ccc(C)c(C)c2)c(=O)n1-c1ccccc1OC,13,-0.4,0.3,9
CC1(O)CC(c2ccccc2)SC(c2ccccc2)C1 (centres undefined),15,-0.9,0.3,-2
CCCNC(=O)Cn1cnc2sc(C(=O)Nc3cc(Cl)c(OC)cc3OC)c(C)c2c1=O,-7,0.8,-0.2,-10
COc1ccc(-n2nc3c(c2NC(=O)c2cccc(OC)c2OC)CS(=O)C3)cc1 (centres undefined),-12,-0.8,-0.1,-1
CCOC(=O)COc1ccc(C2NC(=O)NC(C)=C2C(=O)OCC)cc1OC (centres undefined),-9,0.3,0.5,-8
CC1CN(CCC(=O)N2CCCC2c2nc3ccc(F)cc3[nH]2)Cc2ccccc2O1 (centres undefined),8,0.7,0.0,6
Cc1ccc2cc(CN(CCO)C(=O)c3cccs3)c(=O)[nH]c2c1C,6,-0.2,-0.1,0
COc1cc(C)c(CN2CCN(CC(C)(C)C)C(CCO)C2)cc1C (centres undefined),1,-0.4,0.1,-4
O=C(Nc1c2c(nn1-c1ccc(F)cc1)CS(=O)(=O)C2)c1ccc(Br)o1,4,0.2,0.2,10
CCOC1Cc2ccccc2N(C(N)=O)c2ccccc21 (centres undefined),9,-0.6,0.0,-6
CC1CN(C(=O)N2CCC(C(=O)NCc3ccco3)CC2)c2ccccc2O1 (centres undefined),-6,-2.4,-0.2,8
O=C(NCc1ccccc1)c1ccc2nc(NCCN3CCOCC3)sc2c1,3,1.6,-0.1,3
O=C(O)CSc1nnc2c(n1)[nH]c1cccc(C(F)(F)F)c12,-4,4.0,0.0,-4
CCOC(=O)c1c(-c2ccc(C)c(C)c2)csc1NC(=O)CSc1ncnc2sc3c(c12)CCCC3,-10,-1.0,0.1,-3
O=C(CSc1ccsc1[N+](=O)[O-])Nc1ccc(Cl)cc1,11,-1.6,0.0,12
O=C(CNC(=O)c1ccc(Br)cc1)Nc1cccc2ccccc12,2,0.0,-0.1,-4
CSc1nsc(N/N=C/c2cccc([N+](=O)[O-])c2)c1C#N,-2,1.5,0.0,-1
COC(=O)c1c(C)oc2ccc(NS(=O)(=O)c3cccc4cccnc34)cc12,3,0.0,0.1,29
CN1CCC(O)(c2ccc3c(c2)CN(Cc2c(F)ccc(F)c2F)CCO3)CC1,5,-1.0,-0.1,6
CCOc1ccc2[nH]c(=O)c(CN(CCO)C(=O)C3CCCCC3)cc2c1,-6,1.9,0.0,-5
Cc1cccc(N2CCN(C3=NC(=O)/C(=C\c4ccc(O)cc4)S3)CC2)c1,3,-0.8,-0.1,-7
CC(=O)N1CCN(c2c3c(nc4cc(-c5cccc(F)c5)nn24)CCCC3)CC1,-1,0.7,0.1,-37
CCOC(=O)C1=C(C)N=c2s/c(=C3\C(=O)N(C)c4ccccc43)c(=O)n2C1c1ccc(OC(C)=O)cc1 (centres undefined),1,1.3,-0.2,5
O=C(CN1C(=O)CCC1=O)N1CCOCC1,8,1.0,-0.1,3
COc1ccc2nc(-c3ccc(F)c(NC(=O)c4c(OC)cccc4OC)c3)cn2n1,9,2.5,0.2,-15
CCCC(=O)NC(c1ccc(Cl)cc1Cl)c1ccc2cccnc2c1O (centres undefined),26,-0.8,-0.8,63*
COc1ccc(-c2cc(C3CC3)nc3sc(C(=O)c4ccccc4)c(N)c23)cc1,12,-1.1,0.3,0
CCCC/C=N/NC(=O)c1ccccc1O,15,0.0,0.4,-8
Cc1ccc(CN2CCc3c(nc(N4CCOCC4)[nH]c3=O)C2)o1,5,-0.7,0.3,4
O=C(NCCSCc1ccccc1)c1ccc2c(=O)n(CCc3ccccc3)c(=S)[nH]c2c1,-5,-1.5,0.1,0

# Assay outcomes (PubChem)
